Source: PubChem BioAssay (National Center for Advancing Translational Sciences (NCATS))
GRP78 ERSR act – ER stress response induction in glioma; U87-MG GRP78 promoter luciferase reporter, 16 h; Potency, µM, for inactives: at the top dose activation, most hits filed as activators; 0.02% of 420,000 active; AID 602332; active = well fitted activation curve with a large enough effect; note: series mostly up to about 76 µM; % of control where 0% means no effect; nearly all actives have a fitted effect of over 35% in size
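Stably transfected U87-MG human glioma cells carrying a GRP78-based luminescent sensor were seeded at 1000 cells/well, pin-dosed with compounds and incubated 16 h. Luciferase reagent was then added, and end-point luminescence was read after 10 min at room temperature.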
* = called active by the depositor; & = joins results of further samples. Potency is the fitted concentration of half-maximal effect. Some of the compounds tested; the hit share may differ from the screen's.

SMILES	GRP78 ERSR act
COc1cccc(Cn2c(=O)cnc3cnc(Nc4cccc(OC)c4)nc32)c1	-7.7%
NCCCNCCSP(=O)(O)O	-4.1%&-1.6%
COC(=O)CC[C@@H](C)[C@H]1CC[C@H]2[C@@H]3CC[C@@H]4C[C@H](O)CC[C@]4(C)[C@H]3C[C@H](O)[C@]12C	2.0%
C[C@@H]1CN(Cc2ccc3c(c2)CN(Cc2ccc(Oc4ncccn4)cc2)CCO3)C[C@H](C)O1	-2.3%
COCCNc1ccnc(-c2ccccc2C(F)(F)F)n1	-1.8%
OC[C@@H]1O[C@@H](O)[C@H](O)[C@H](O)[C@@H]1O	-2.9%
C[N+]1(C)CCc2cc3c(cc2[C@@H]1[C@@H]1C(=O)Oc2c1ccc1c2OCO1)OCO3	-1.4%&-1.1%
CC(C)CN1CCCC2(CCN(C(=O)c3cc(C(F)(F)F)cc(C(F)(F)F)c3)CC2)C1	-4.5%
CSc1ncccc1C(=O)NCCN1Cc2ccccc2OC(c2ccccc2F)C1 (stereo not drawn)	-4.8%
CCCNC(=O)OC[C@H]1O[C@@H](CCO/N=C2/[C@H]3O[C@@H]3[C@@H](O)[C@H]3[C@H]2CCn2c(=O)n(-c4ccccc4)c(=O)n23)C=C[C@@H]1Oc1ccc(OC)cc1	-4.3%
COC(=O)[C@@H]1CC[C@H](C)[C@@H](c2ccc(C)cc2)N1C(=O)c1ccc(/C=N\O[C@@H](C)CN2CCCCc3nc(C)c(C)cc32)cc1	-4.0%
CC(=O)OC1CCC23CC1(C)CCC2C(C)(C)CC3OC(C)=O (stereo not drawn)	-1.4%
Oc1cc(-c2nc3ccccc3s2)cc2c1OCCN(Cc1cccn1-c1ncccn1)C2	-3.0%
CC(C)=CCC/C(C)=C/CO/N=C1/C[C@@H](O)[C@@H](O)[C@@H]2[C@@H]3C(=O)N([C@@H](C)c4ccccc4)C(=O)[C@H]3CC[C@@H]12	-1.2%
COc1ccc(CNc2ncncc2-c2cccc(C#N)c2)c(OC)c1	5.6%
COc1ccc2c(c1)OC(C)CN(CCC(=O)NCC1OCCc3ccccc31)C2 (stereo not drawn)	-3.1%
Cc1ccc(CN2CCC(=O)N(Cc3ccccn3)CC2)c(C)c1	-2.2%
Cc1cccc(CN2C[C@H](Sc3ccccn3)C[C@H]2C(=O)Nc2ccc3sc(C)nc3c2)c1	-4.5%
CN(C)c1ccc(-c2cc(NCc3cccnc3)ncn2)cc1	-5.4%
COc1cc2c(cc1O)CCN[C@@]21CS[C@H]2c3c(OC(C)=O)c(C)c4c(c3C(COC1=O)N1C2C2c3c(cc(C)c(OC)c3O)CC([C@@H]1O)N2C)OCO4 (stereo partly drawn)	-8.1%&-7.5%

New compounds follow.
SMILES	GRP78 ERSR act
O=C(CN1Cc2ccccc2OC(c2ccsc2)C1)N1CCC(c2nc3ccccc3[nH]2)CC1 (stereo not drawn)	0.2%
O=C(c1csnn1)N1CCC2(CCN(Cc3cc(C(F)(F)F)cc(C(F)(F)F)c3)CC2)CC1	-4.4%
Cc1ncc2c(c1O)COP(=O)(O)OC2	-2.5%
OCC1O[C@H](Oc2ccc(O)cc2)C(O)C(O)C1O (stereo partly drawn)	-0.9%
Cc1cccc(CNc2cc(-c3cccc(NS(C)(=O)=O)c3)ncn2)c1	5.5%
O=C(c1cnccn1)N1CCC2(CC1)CN(c1cccc(-c3ccccc3)c1)C2	-3.2%
CC[C@H](C)[C@H](NC(=O)[C@H](C)NC(=O)[C@H](CC(N)=O)NC(=O)[C@H](CCCCN)NC(=O)[C@H](Cc1ccccc1)NC(=O)[C@H](CC(C)C)NC(=O)[C@@H](NC(=O)[C@@H](NC(=O)[C@H](CC(C)C)NC(=O)[C@@H]1CCCN1C(=O)[C@@H](NC(=O)[C@H](CCC(N)=O)NC(=O)[C@H](CO)NC(=O)[C@H](CCCCN)NC(=O)[C@H](CCC(=O)O)NC(=O)[C@H](CO)NC(=O)[C@@H](NC(=O)[C@H](CCSC)NC(=O)[C@H](Cc1ccccc1)NC(=O)CNC(=O)CNC(=O)[C@@H](N)Cc1ccc(O)cc1)[C@@H](C)O)[C@@H](C)O)C(C)C)[C@@H](C)O)C(=O)N[C@H](C(=O)N[C@@H](CCCCN)C(=O)N[C@@H](CC(N)=O)C(=O)N[C@@H](C)C(=O)N[C@@H](Cc1ccc(O)cc1)C(=O)N[C@@H](CCCCN)C(=O)N[C@@H](CCCCN)C(=O)NCC(=O)N[C@@H](CCC(=O)O)C(=O)O)[C@@H](C)CC	-4.5%&-3.5%
COc1ccccc1C1CN(Cc2cnn(C)c2C)Cc2ccccc2O1 (stereo not drawn)	-3.7%
COCCn1c(=O)c(C)nc2cnc(Nc3cccc(OC)c3)nc21	-1.8%
Cn1cc(-c2nc3cnc(Oc4ccccc4)nc3n(C)c2=O)c2ccccc21	-4.1%
CC[N+]1(CC)CCC(=C(c2ccccc2)c2ccccc2)C1C (stereo not drawn)	0.6%
CO[C@H]1[C@H](NC(=O)c2ccco2)c2ccccc2C12CCN(Cc1cc(Cl)ccc1O)CC2	-1.6%
c1ccc(CNc2cc(-c3cccnc3)ncn2)cc1	-1.2%
O=C(/C=C\c1ccc(O)c(O)c1)O[C@@H]1C[C@](O)(C(=O)O)C[C@@H](O)[C@@H]1O	-3.1%
O=C(Oc1ccccc1)N1CCC2(CCCN(c3ccncc3)C2)CC1	-2.7%
COCCn1c(=O)c(-c2ccc(Cl)cc2)nc2cnc(Oc3ccccc3)nc21	-3.2%
CC1CN(CC(=O)N2CCN(Cc3nccn3C)CC2)Cc2cc(Cl)ccc2O1 (stereo not drawn)	-3.5%
C=C1CC[C@H](O)C/C1=C/C=C1\CCC[C@]2(C)C([C@H](C)CC[C@@H](O)C(C)(C)O)CC[C@@H]12 (stereo partly drawn)	-4.3%
CCCCCCCCCCCCCCCC(=O)OCC(NC(=O)C(Cl)Cl)C(O)c1ccc([N+](=O)[O-])cc1 (stereo not drawn)	-0.4%
CCOC(=O)CCN1C(=O)[C@H]2[C@@H]3[C@H](O)[C@H](O)CC(=O)[C@H]3CC[C@H]2C1=O	0.3%&-3.5%

Continuation.
SMILES	GRP78 ERSR act
O=C(O)CN(CC(=O)O)c1ccccc1OCCOc1ccccc1N(CC(=O)O)CC(=O)O	-9.1%
COc1cccc(Nc2ncc3nc(C)c(=O)n(CCc4ccccc4)c3n2)c1	-4.2%
CCOC(=O)[C@H](CCc1ccccc1)N[C@@H](C)C(=O)N1[C@H](C(=O)O)C[C@H]2CCC[C@@H]21	-4.1%
COc1ccccc1-c1oc2ccccc2c(=O)c1OC	-1.3%
Cc1cccc(CNc2ncnc3ccc(-c4ccc(C(=O)N(C)C)cc4)cc23)c1	4.1%
Cc1ccc(/C(=C\CN2CCCC2)c2cccc(/C=C/C(=O)O)n2)cc1	-3.2%
C[C@@H](N)C(=O)O	-0.9%&-3.3%
CCCCCCCCCCCCCCC(C(=O)OC)C(O)(CC(=O)OC)C(=O)OC (stereo not drawn)	-4.2%
O=C(O)CSCC(=O)NC1CCSC1=O (stereo not drawn)	-3.7%
NCCNCCNCCNCCN	-6.5%
CCCCN1CCCC[C@H]1C(=O)Nc1c(C)cccc1C	-1.2%&-1.7%
CCn1nc(C)cc1C(=O)N1CCC2(CC1)c1ccccc1[C@@H](NC(=O)c1cccnc1)[C@@H]2O	-4.6%
CCC[C@]1(CCc2ccccc2)CC(O)=C([C@H](CC)c2cccc(NS(=O)(=O)c3ccc(C(F)(F)F)cn3)c2)C(=O)O1	0.9%
CO[C@@H]1COC(=O)C/C=C\[C@H](C)[C@H](OC)COC(=O)[C@H]2CCCN2C(=O)C/C=C\[C@H]1C	-3.1%
COC(=O)[C@@H]1CCCN1C(=O)c1c(OC)cc(=O)n2c1CCN(Cc1c(C)[nH]c3ccccc13)CC2	2.1%
COc1ccc(-n2c(=O)c(-c3ccc(F)cc3)nc3cnc(N4CCNCC4)nc32)cc1	-5.2%
CC[C@@](N)(C(=O)O)c1ccc(C(=O)O)cc1	-4.0%
Cc1noc(C)c1-c1ccc2ncnc(N3CCOCC3)c2c1	3.1%
NCC(=O)N[C@@H](CCCN=C(N)N)C(=O)NCC(=O)N[C@@H](CC(=O)O)C(=O)N[C@@H](CC(N)=O)C(=O)N1CC[C@@H](C(=O)O)C1	-2.4%
C[C@](N)(COP(=O)(O)O)C(=O)O	-1.4%

Remaining list, next part
Molecule	GRP78 ERSR act
O=C(Nc1ccccc1)N1CC2(CCN(C(=O)c3cccc(F)c3)CC2)C1	-1.6%
CNC(=O)Oc1ccc2c(c1)[C@@]1(C)CCN(C)[C@@H]1N2C	-5.9%&-0.1%
CS(=O)(=O)Nc1cccc(-c2nc(NCCN3CCOCC3)c3ccccc3n2)c1	-2.1%
C[C@]12C=CC(=O)N[C@@H]1CC[C@@H]1C2CC[C@]2(C)C(C(=O)Nc3cc(C(F)(F)F)ccc3C(F)(F)F)CC[C@@H]12 (stereo partly drawn)	-6.4%
C[C@@H]1C(=O)O[C@H]2[C@H](O)[C@@]34[C@H]5CC(C(C)(C)C)[C@]36[C@H](OC(=O)[C@H]6O)O[C@]4(C(=O)O5)[C@@]12O (stereo partly drawn)	-2.8%
COc1cccc(CN(C)C(=O)c2cnn(-c3ncc4c(n3)-c3ccccc3CCC4)c2C)c1	-5.0%
O=C(c1ccncc1)N1CCC2(CCCN(Cc3ccccc3)C2)CC1	-2.9%
CC(N)=O	-1.7%
CO[C@@H]1COC(=O)[C@H](CCSC)NC(=O)C/C=C\[C@@H](C)COC(=O)[C@@H]2CCCN2C(=O)C/C=C\[C@H]1C	-3.6%
CCCCCCCCCCCCCCCCCCCCCCCCCCCCCC	4.8%
C=C1CC[C@@H]2O[C@@]2(C)CC[C@H]2[C@H]1CC2(C)C	-3.2%
COc1cccc(-c2cncnc2Nc2ccccc2)c1	2.2%
CC(=O)Oc1cc(OC(C)=O)c2c(c1)OC(c1ccc(OC(C)=O)c(OC(C)=O)c1)C(OC(C)=O)C2 (stereo not drawn)	-3.4%&3.9%
COc1cccc(Nc2ncc3nc(-c4ccccc4)c(=O)n(C)c3n2)c1	1.1%
COc1cc(CN2CCC3(CCC(CNC(=O)c4cc(C)nn4C)O3)CC2)ccc1F (stereo not drawn)	1.1%
CC(C)(C)NC[C@H](O)c1ccc(O)c(CO)c1	-4.4%&-4.2%
CSc1ncnc2c1ncn2C1OC(CO)C(O)C1O (stereo not drawn)	-3.0%
CCn1ccnc1C[C@@H]1COc2ccccc2O1	-0.1%
NNc1nnc(NN)c2ccccc12	2.6%
COc1ccc2c(=O)c(C)c(-c3ccccc3)oc2c1CN(C)C	-4.5%

Nothing new here: 4 of the compounds above.
Molecule	GRP78 ERSR act
CC(C)(C)NC[C@H](O)c1ccc(O)c(CO)c1	-4.4%&-4.2%
CSc1ncnc2c1ncn2C1OC(CO)C(O)C1O (stereo not drawn)	-3.0%
CCn1ccnc1C[C@@H]1COc2ccccc2O1	-0.1%
NNc1nnc(NN)c2ccccc12	2.6%

(cont.)
Molecule	GRP78 ERSR act
Cc1nc2cc(NC(=O)[C@@H]3C[C@@H](Sc4ccccn4)CN3Cc3ccccc3)ccc2s1	-2.1%
COc1ccc(C(=O)NCc2nc(-c3ccccc3NC(=O)c3cc(C)oc3C)oc2C)cc1F	-2.0%
Cn1cccc1C(=O)N1CCC[C@@]2(CCN(C(=O)Nc3cccc(F)c3)C2)C1	-2.9%
Cn1c(=O)c(CCc2ccccc2)nc2cnc(N3CCNCC3)nc21	-6.0%
Cc1noc(C)c1-c1nc(NC2CC2)c2ccccc2n1	-2.1%
CN1CCN(c2ncc3nc(-c4ccc(F)cc4)c(=O)n(Cc4cccs4)c3n2)CC1	-3.2%
COc1ccc(-n2c(=O)c(CCc3ccccc3)nc3cnc(OC)nc32)cc1	-5.1%
CS(=O)(=O)Nc1cccc(-c2nc(NCc3ccccc3)c3ccccc3n2)c1	-2.6%
C=CCC1(C)OC=Cc2nc3cc(Cl)c(Cl)cc3nc21 (stereo not drawn)	0.2%
Cc1ccccc1C1(CC(=O)N2CCN(C)CC2)CC(=O)N(Cc2ccncc2)C1=O (stereo not drawn)	-4.9%
CC[C@]1(C)CC(=O)NC1=O	-4.1%
CO[C@H]1[C@H](NC(=O)c2cccc(F)c2)c2ccccc2C12CCN(Cc1ccco1)CC2	-4.9%
COc1cccc(-c2cc(N(C)Cc3ccco3)ncn2)c1	-9.0%
O=c1c(CCc2ccccc2)nc2cnc(N3CCOCC3)nc2n1C[C@H]1CCCO1	-2.7%
COC(C)(C)CCCC(C)C/C=C/C(C)=C/C(=O)O (stereo not drawn)	-2.0%&0.0%
CC(=O)OC[C@@H]1O[C@@H](O/N=C2/C[C@@H](O)[C@@H](O)[C@@H]3[C@@H]4C(=O)N(C5CCCCC5)C(=O)[C@H]4CC[C@H]23)[C@H](OC(C)=O)[C@H](OC(C)=O)[C@@H]1OC(C)=O	-4.5%
CCCCC#CC1C=CC(Oc2ccc(OC)cc2)C(CO)O1 (stereo not drawn)	-2.1%
COc1cc(=O)n2c(c1C(=O)N(C)Cc1nonc1C)CCN(C(=O)c1cc(C)cc(C)c1)CC2	7.3%
NCc1ccccc1CC(=O)N[C@@H]1C(=O)N2C(C(=O)O)=C(CSc3nnnn3CC(=O)O)CS[C@@H]12	-2.9%
CC(=O)N1CCC[C@H]1C(=O)N1CCc2c(cnc(C)c2CNC(=O)/C=C/c2cccs2)C1	-0.9%

Three entries from above, sorted by molar mass, rising.
Molecule	GRP78 ERSR act
Cc1noc(C)c1-c1nc(NC2CC2)c2ccccc2n1	-2.1%
Cn1c(=O)c(CCc2ccccc2)nc2cnc(N3CCNCC3)nc21	-6.0%
NCc1ccccc1CC(=O)N[C@@H]1C(=O)N2C(C(=O)O)=C(CSc3nnnn3CC(=O)O)CS[C@@H]12	-2.9%
